# DT40 TDP1 CPT – qHTS for Inhibitors of human tyrosyl-DNA phosphodiesterase 1 (TDP1): qHTS in cells in presence of CPT; hit rate 12% among 420,000; chicken DT40 Tdp1-/-;hTDP1 cells + 20 nM CPT, ATP luminescence, 48 h; AID 686979, 2013; Potency, µM (titrated, usually from 46.2 µM), without a hit: top-dose activity change, negative = growth inhibition, usual class: inhibitors; also: nearly all actives have a fitted effect of over 55% in size
#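 Chicken DT40 Tdp1-/- cells complemented with human TDP1, 400 cells/well, exposed to compounds plus 20 nM camptothecin for at least 48 h at 37 C; viability read as ATP content by CellTiter-Glo luminescence.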
# TDP1 inh – qHTS Assay for Inhibitors of Tyrosyl-DNA Phosphodiesterase (TDP1) | recombinant TDP1, AlphaScreen DNA substrate cleavage | Potency, µM (doses to about 130 µM), inactives show at the highest dose activity change, negative = inhibition, most hits filed as inhibitors | hit rate 0.28% among 350,000 | AID 485290, 2010; also: nearly all actives have a fitted effect of over 40% in size
# Target sequence (Q9NUW8 whole entry, looked up): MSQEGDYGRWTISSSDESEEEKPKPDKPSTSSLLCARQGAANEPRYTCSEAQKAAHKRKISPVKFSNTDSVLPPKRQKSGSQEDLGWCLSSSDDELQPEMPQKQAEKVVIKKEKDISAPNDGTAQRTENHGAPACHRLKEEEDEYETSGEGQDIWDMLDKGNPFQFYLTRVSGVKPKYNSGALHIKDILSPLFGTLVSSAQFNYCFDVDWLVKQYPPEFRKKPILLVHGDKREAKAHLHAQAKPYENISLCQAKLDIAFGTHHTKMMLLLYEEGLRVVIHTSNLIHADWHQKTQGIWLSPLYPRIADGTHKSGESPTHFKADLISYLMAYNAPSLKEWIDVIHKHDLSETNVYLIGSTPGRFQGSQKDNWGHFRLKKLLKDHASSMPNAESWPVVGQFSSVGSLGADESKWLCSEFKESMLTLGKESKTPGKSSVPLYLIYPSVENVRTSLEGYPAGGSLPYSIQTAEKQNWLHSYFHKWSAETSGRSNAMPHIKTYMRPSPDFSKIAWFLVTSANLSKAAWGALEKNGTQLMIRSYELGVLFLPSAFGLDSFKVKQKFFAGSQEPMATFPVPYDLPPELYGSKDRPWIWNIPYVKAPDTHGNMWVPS
#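 Recombinant human Tdp1 (E. coli-expressed, 1 nM final) preincubated with compounds 15 min at room temperature, then 5'-biotin/3'-phosphotyrosine-FITC DNA substrate (15 nM final) added for 5 min. AlphaScreen beads (10 ug/ml final) added 10 min; cleavage lowers signal.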
# TDP1 cell noCPT – qHTS for Inhibitors of human tyrosyl-DNA phosphodiesterase 1 (TDP1): qHTS in cells in absence of CPT; DT40 Tdp1-/- hTDP1 cells, no CPT, ATP luminescence, 48 h; Potency, µM (highest dose often 46.2 µM), for inactives: top-dose activity change, negative = growth inhibition, hits mostly inhibitors; hit rate 15% among 420,000; AID 686978, 2013; also: nearly all actives have a fitted effect of over 55% in size
#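 Growth kinetics read by CellTiter-Glo luminescence after ≥48 hr at 37 °C. Cells: DT40 Tdp1-/- stably carrying human TDP1, 400 per well, compound exposure in the absence of CPT (DMSO vehicle).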
# The depositor's hits bear a star; ? = inconclusive; nt = not tested or not shown; & = joins results of further samples; [ ] = remark or other dose. Calls follow the shape of the dose curve; as a rule, active = well fitted curve in the direction sought with a large enough effect; inconclusive = small, poorly fitted or top-dose-only effect, or another doubt; inactive = no such curve, though single readings can be large; an effect the other way counts as inactive or inconclusive. % is scaled to controls: 0 for no effect and ±100 for the full control effect; potency is read from the fitted curve at half-maximal effect.
SMILES,DT40 TDP1 CPT,TDP1 inh,TDP1 cell noCPT
Cc1c(NC(=O)c2ccc3c(c2)OCO3)cccc1-c1nc2ccccc2o1,?,2%,?
COCCN(C(=O)c1ccccc1OC)c1nnc(C)s1,-7%,1%,1%
Cc1[nH]c2c(C)cccc2c1CCNS(=O)(=O)c1cccc([N+](=O)[O-])c1,?,5%,?
O=C(Cc1n[nH]c(=O)c2ccccc12)OCC(=O)c1ccc2c(c1)OCCO2,0.92µM*,6%,1.3µM*
Cc1cc(C)n(CC(O)CN2C(=O)NC(C)(C)C2=O)n1 (stereo not given),8%,11%,8%
O=C(Nc1cccc(C2=NCCN2)c1)Nc1cccc(C2=NCCN2)c1,9.2µM*,4%,7.3µM*
Cc1cc(C)cc(S(=O)(=O)c2cn(C)c3cc(N4CCN(C)CC4)c(F)cc3c2=O)c1,?,3%,?
Cc1ccc(N(C)S(=O)(=O)c2c(C)[nH]c(C)c2C(=O)N2CCCC2)cc1,-7%,3%,11%
CN1CCOCCOCCN(C)C1=O,-16%,7%,-10%
CCN1C(=O)CC(C(=O)Nc2ccc(F)cc2)SC1=Nc1cccc(OC)c1 (stereo not given),?,1%,?
Cc1ccc(SCC(=O)NNC(=O)c2ccccc2)cc1C,7%,-2%,-4%
Cn1c(C(=O)N2CCc3ccccc3C2)cc2c(=O)n3ccccc3nc21,-24%,-7%,?
COCCNc1nnc(SCC(=O)NNC(=O)c2ccccc2)s1,?,0%,?
COc1ccc(CCNC(=O)c2cc(-c3cc(Cl)ccc3O)n[nH]2)cc1OC,?,nt,12µM*
CCn1cc(/C=C(\NC(=O)c2ccccc2)C(=O)NCCCn2ccnc2)c2ccccc21,-18%,nt,-18%
CCOc1ccccc1N(CC(=O)N/N=C(\C)c1cccc(Br)c1)S(C)(=O)=O,?,-5%,?
COc1cccc(CNC(=S)Nc2ccc3c(c2)c(=O)n(C)n3Cc2csc(C)n2)c1,-28%,nt,-30%
O=S(=O)(Nc1ccccc1N1CCOCC1)c1c(F)cc(F)cc1Br,-17%,0%,-31%
O=C(O)c1ccc(NC(CSCc2cccc(F)c2)C(=O)O)c([N+](=O)[O-])c1 (stereo not given),8%,5%,-8%
CCSc1nnc(NC(=O)C(C)(C)C)s1,-4%,0%,2%
COc1cccc(C(=O)NCC(=O)N2CCC(C)CC2)c1,1%,2%,-4%
O=C(NC1CCCCC1)c1cccnc1Sc1ccccc1,-10%,7%,-14%
Cn1cnc2c(cnn2C)c1=N,10%,nt,-15%
CCN(CC)C(=O)CSc1nnc(-c2ccc(S(=O)(=O)NCc3ccccc3Cl)cc2)o1,-8%,-3%,-18%
Cc1ccc(-n2c(C)cc(C)c(C#N)c2=O)cc1Cl,8%,2%,1%
CC(=O)Nc1cccc2c1Cc1cc([N+](=O)[O-])ccc1-2,-27%,nt,-8%
COc1ccc2[nH]c(C(=O)N3CCc4ccccc4C3)c(C)c2c1,?,5%,?
CCc1ccc(CCC(=O)Nc2ccc(Br)cc2)o1,-2%,nt,8%
COc1ccc([N+](=O)[O-])cc1NC(=O)Cc1c(Cl)cccc1Cl,-6%,3%,-20%
CCOc1ccccc1-c1nc(C(N)=O)c2[nH]c(=O)n(-c3ccc(F)cc3)c2n1,-5%,1%,-30%
Cc1cccc(OCC(=O)N(Cc2cccs2)c2ccc(Cl)cc2)c1C,?,-13%,?
O=C(O)CCCCCNS(=O)(=O)/C=C/c1ccccc1,1%,5%,0%
CC(C)c1ccc(S(=O)(=O)c2nnn3c2nc(NC2CCCC2)c2sccc23)cc1,9%,8%,-16%
O=c1onc(-c2ccccc2)n1Cc1ccc([N+](=O)[O-])cc1,0%,nt,-23%
CCOC(=O)c1ccc(S(=O)(=O)Nc2ccc(N3CCOCC3)cc2)cc1,21µM*,6%,?
c1nc(NC2CCNCC2)c2cc(-c3ccoc3)ccc2n1,?,nt,-10%

# Profiles from above. Order of screens: DT40 TDP1 CPT, TDP1 inh, TDP1 cell noCPT
# `CCOC(=O)c1ccc(S(=O)(=O)Nc2ccc(N3CCOCC3)cc2)cc1` in the list: 21µM*, 6%, ?
# `Cc1ccc(-n2c(C)cc(C)c(C#N)c2=O)cc1Cl` in the list: 8%, 2%, 1%
# `O=C(O)CCCCCNS(=O)(=O)/C=C/c1ccccc1` in the list: 1%, 5%, 0%

# Arranged by SMILES length (ascending): some entries from above.
SMILES,DT40 TDP1 CPT,TDP1 inh,TDP1 cell noCPT
CCc1ccc(CCC(=O)Nc2ccc(Br)cc2)o1,-2%,nt,8%
c1nc(NC2CCNCC2)c2cc(-c3ccoc3)ccc2n1,?,nt,-10%
COc1ccc2[nH]c(C(=O)N3CCc4ccccc4C3)c(C)c2c1,?,5%,?
COc1ccc([N+](=O)[O-])cc1NC(=O)Cc1c(Cl)cccc1Cl,-6%,3%,-20%
CCOC(=O)c1ccc(S(=O)(=O)Nc2ccc(N3CCOCC3)cc2)cc1,21µM*,6%,?
CCOc1ccccc1-c1nc(C(N)=O)c2[nH]c(=O)n(-c3ccc(F)cc3)c2n1,-5%,1%,-30%

# Next results follow.
SMILES,DT40 TDP1 CPT,TDP1 inh,TDP1 cell noCPT
CC(C)(C)C(=O)CSc1ccc(S(=O)(=O)N2CCCC2)cn1,-29%,0%[56.1 µM],-12%
O=C(COC(=O)c1cccnc1Cl)Nc1ccc(S(=O)(=O)N2CCOCC2)cc1,-5%,0%,-15%
Cc1onc(-c2ccccc2)c1C(=O)N1CCN(C)CC1,3%,8%,-1%
COc1cc([N+](=O)[O-])cc(/C=N/NC(=O)C(C)Nc2cccc3ccccc23)c1O (stereo not given),16µM*,9%,?
COc1ccc(C(=O)c2coc3ccc(O)c(CN4CCCCC4)c23)cc1,?,7%,?
COc1ccc(S(=O)(=O)N(C)C[C@@H]2OCCCC[C@@H](C)Oc3ccc(NC(=O)NC(C)C)cc3C(=O)N([C@H](C)CO)C[C@@H]2C)cc1,?,nt,-28%
Brc1ccccc1OCCCCn1cnc2ccccc21,4.1µM*,5%,10µM*
COc1ccccc1C(=O)COC(=O)c1nc2nc(C)cc(C)n2n1,-5%,0%,4%
Cc1csc(NC(=O)CCNC(=O)c2ccccc2Cl)n1,10%,-1%,0%
CC(=O)OCC1OC(n2ccc3ccccc32)C(OC(C)=O)C(OC(C)=O)C1OC(C)=O (stereo not given),?,5%,?
COc1ccc(NC(=O)CCC(=O)c2ccc(F)cc2)cc1,24%,nt,?
COc1ccc(CC(N)c2csc(NC(=O)Nc3ccc(F)cc3)n2)cc1 (stereo not given),23µM*,nt,13µM*
Cc1noc(C)c1S(=O)(=O)N(C)CC(=O)Nc1ccc(F)cc1,-9%,2%,-5%
NS(=O)(=O)c1cccc(NS(=O)(=O)c2ccc(/C=C/C(=O)OCC(=O)c3ccc(Br)cc3)cc2)c1,2%,4%,-5%
COc1ccc(C(=O)C2CCCN(Cc3cccn3-c3nccs3)C2)cc1F (stereo not given),23µM*,-8%,21µM*
Cc1cc(OCC(=O)OCC(=O)NC2CCCC2)ccc1Cl,-9%,1%,-8%
COc1cc2c(NC3CCN(C)CC3)nc(N3CCCCC3)nc2cc1OCCCN(C)C,4µM*,nt,10µM*
O=C(Nc1ccccc1C(F)(F)F)N1CCN(c2ccc3nnc(-c4ccc(F)cc4)n3n2)CC1,?,4%&2%,?
CCOc1ccccc1C(=O)NCC(=O)OCC(=O)N1C(C)CCCC1C (stereo not given),-5%,2%,8%
Cc1nnc(SCc2c(Cl)cccc2[N+](=O)[O-])s1,16%,3%,-6%
COc1ccc(NC(=O)CSC2CC(=O)N(c3ccc4c(c3)OCCO4)C2=O)cc1 (stereo not given),21µM*,11%,23µM*
O=C(NCc1cccc(Cl)c1)C1CCC(=O)N(CC2CCCCC2)C1 (stereo not given),?,0%,-12%
Cn1nnnc1SC1CC(=O)N(c2ccccc2)C1=O (stereo not given),2.6µM*,-3%,3.3µM*
COc1ccccc1C(=O)C1CCCN(Cc2ccc(Oc3ncccn3)cc2)C1 (stereo not given),-12%,3%,?
CNC(=O)C1Cc2c(-c3ccc(Cl)cc3)ccnc2O1 (stereo not given),-28%,nt,?
NC(Cc1ccccc1)c1csc(Nc2nccc(C(F)(F)F)n2)n1 (stereo not given),16µM*,nt,21µM*
CN(C)/C=C(\C#N)C(=O)Nc1ccc(O)cc1F,-3%,0%,-16%
CCc1ccc2c(COC(=O)CNS(=O)(=O)c3ccc(NC(C)=O)cc3)cc(=O)oc2c1,-2%,3%,-12%
COc1ccc([C@@H]2[C@@H]3C(=O)N(C(C)(C)C)C(=O)[C@@H]3[C@]3(C)C(=O)N(c4cccc(Br)c4)C(=O)N23)cc1,?,nt,?
Cc1ccc(NC(=S)NNC(=S)Nc2ccc(C)cc2)cc1,6.5µM*,nt,2.3µM*
COCCN(C(=O)COC(=O)Cc1coc2cc(C)ccc12)c1c(N)n(Cc2ccccc2)c(=O)[nH]c1=O,-9%,28µM*,-16%
COc1cc(C(CC(=O)N2CCOCC2)c2c(OC)cc(OC)c3ccc(=O)oc23)cc(OC)c1OC (stereo not given),6%,2%,-1%
CCN(CC)C(=O)C[n+]1cccc(C(N)=O)c1,0%,0%,-3%
COc1ccc(CN(C(=O)c2oc3cc(C)ccc3c2C)C2CCS(=O)(=O)C2)cc1OC (stereo not given),-5%,nt,?
O=C(Nc1cccnc1Cl)c1cc(-c2ccc(F)cc2)on1,-2%,6%,-23%
O=C(Nc1ccc(NC(=O)c2cccnc2Cl)cc1)c1cccc(Cl)c1,?,4%[0.0935 µM],?
CCc1cccc(C)c1NC(=S)N(Cc1cccnc1)Cc1ccco1,-29%,0%,?
CN(CCO)c1cccc2c1S(=O)(=O)N[C@H](Cc1ccccc1)CO2,-13%,nt,-18%
CC(C)C[C@@H](CN1CCC[C@@H]1CN1C(=O)C(=O)NC[C@@H]1Cc1ccc(O)cc1)N1C[C@H](Cc2ccc(O)cc2)N(CC2CCCCCC2)C(=O)C1=O,3%,nt,-22%
O=C(CN1CCCC1)OCCCc1ccccc1,-7%,-8%,-18%
CSc1ncnc2c1ncn2CCCNC1CCN(Cc2ccccc2)CC1,?,nt,23µM*
O=C(COC(=O)c1n[nH]c2ccccc12)Nc1ccccc1F,2%,0%,-2%
CCC(C)NC(=O)C1(C)CCC(=O)N1Cc1ccccc1OC (stereo not given),-22%,1%,-1%
O=c1cc(CN2CCN(Cc3ccccc3)CC2)c2cc(O)ccc2o1,?,nt,?
O=C(NCc1ccc2c(c1)OCO2)c1c(F)c(F)c(F)c(F)c1F,-9%,0%,4%
Cc1ccc(SCC(=O)NC2CC2)cc1,-2%,2%[56.1 µM],-1%
Cc1ccc(OCC(=O)Nc2cccc3ccc(C)nc23)c(C)c1,?,-2%,?
Cc1nn(-c2ccccc2[N+](=O)[O-])c(=O)c2ccccc12,2%,3%,2%
COC(=O)c1ccc(NC(=O)CSc2ccccn2)cc1,0%,-10%,-3%
CC1CCN(c2oc(-c3cccs3)nc2S(=O)(=O)c2ccccc2)CC1,?,3%,21µM*
CN(C)c1nc(-c2cccc(NS(C)(=O)=O)c2)nc2ccccc12,-7%,nt,-23%
COc1cccc(OC(=O)N2CCOCC2)c1,7%,8%,-14%
COc1ccc(S(=O)(=O)Nc2cccc(/C=C/C(=O)O)c2)cc1,0%,1%,-5%
COc1ccccc1C(=O)Nc1ccc(C)cc1C(=O)c1ccccc1,-11%,-1%,-28%
COc1cccc(OCC(O)CN2C(C)CCCC2C)c1 (stereo not given),?,6%,-27%
COCCNC(=O)C1(C)CCN(C(=O)c2ccc3ccccc3n2)C1 (stereo not given),6%,nt,-22%
Cc1c2c(nc3ccccc13)CCC(C(C)(C)C)C2 (stereo not given),?,2%,?
Cc1ccc(C(=O)OCC(=O)NC(=O)c2ccccc2)o1,?,-2%[0.505 µM],-1%
CC1CN(C(=O)COC(=O)c2ccc(NC(=O)CC#N)cc2)CC(C)O1 (stereo not given),3%,-8%,1%
CCOc1cc(C)c(S(=O)(=O)Nc2ccc3cn[nH]c3c2)cc1C,18µM*,4%,10µM*
# Other compounds follow:
SMILES,DT40 TDP1 CPT,TDP1 inh,TDP1 cell noCPT
C/C(=N\NC(=O)C1CCCC1)c1ccc(C(C)C)cc1,?,3%,?
CC(C)Oc1ccccc1C1(c2ccccc2)NC(=O)NC1=O (stereo not given),6%,nt,?
COc1ccc(CNC(=S)NCc2ccc(F)cc2)cc1OC,-17%,3%[56.1 µM],-23%
CCN1C(=O)CSC1=Nc1ccc(C(=O)OC)cc1,-6%,nt,-12%
CCOC(=O)N1CCC(N2CCN(S(=O)(=O)CC)CC2)CC1,-10%,nt,-5%
Cc1ccc(CNc2cnccn2)cc1,-30%,-3%,-15%

# Screens (PubChem BioAssay)

# An unsorted share of the library (roughly 18% active in at least one column).
